# High-throughput results from PubChem BioAssay.
# Kir21 inh: blocks the mouse Kir2.1 inward-rectifier potassium channel. P35561. HEK293-Kir2.1, FluxOR thallium flux fluorescence; hits give low values. B-score at 10 µM. 0.85% of 310,000 active. AID 1672;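 active = fluorescence ratio B-score at or below minus 3 SD of library scores, with starting-brightness B-score within 2 SD, cut at about -4.2 in these data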;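 also: channel flux triggered by added potassium and thallium sulfate stimulus; B-score of peak minus minimum fluorescence over baseline after thallium stimulus; more negative B-score means stronger Kir2.1 block with less thallium influx; some compounds called inactive have numbers as strong as hits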
# Target sequence (P35561 whole entry, looked up): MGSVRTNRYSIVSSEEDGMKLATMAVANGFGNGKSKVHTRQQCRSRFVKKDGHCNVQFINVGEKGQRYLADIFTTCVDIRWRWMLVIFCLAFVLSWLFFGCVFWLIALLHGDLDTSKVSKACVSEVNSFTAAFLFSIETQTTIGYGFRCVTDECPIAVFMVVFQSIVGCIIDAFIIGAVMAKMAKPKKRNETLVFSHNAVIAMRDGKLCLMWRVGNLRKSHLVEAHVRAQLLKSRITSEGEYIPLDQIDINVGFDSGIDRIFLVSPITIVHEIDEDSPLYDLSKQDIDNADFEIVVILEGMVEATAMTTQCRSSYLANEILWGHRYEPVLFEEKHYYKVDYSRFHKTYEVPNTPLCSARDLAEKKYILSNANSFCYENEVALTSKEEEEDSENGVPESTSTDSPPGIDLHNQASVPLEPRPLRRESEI
# KCNQ2 block: KCNQ2 channel blockers in CHO-K1 cells – cell-based, FluxOR thallium flux, B-score, primary screen (AID 2156) | O88943 | 20 min; hits give low values | B-score at 10 µM | 1.1% of 310,000 active;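 active = fluorescence ratio B-score at most minus 3 library SDs, with starting brightness B-score within 2 library SDs, cut at about -5.5 in these data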
# STK33 inh: inhibitors of human STK33 kinase. Q9BYT3. purified STK33, MBP phosphorylation, ADP-Glo luminescence. inhibition, % at 10 µM. 0.073% of 320,000 active. AID 2661;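 active = inhibition at or above 25%, using the most active replicate where run in duplicate; inactive = inhibition below 25%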
# Target sequence (Q9BYT3 whole entry, looked up): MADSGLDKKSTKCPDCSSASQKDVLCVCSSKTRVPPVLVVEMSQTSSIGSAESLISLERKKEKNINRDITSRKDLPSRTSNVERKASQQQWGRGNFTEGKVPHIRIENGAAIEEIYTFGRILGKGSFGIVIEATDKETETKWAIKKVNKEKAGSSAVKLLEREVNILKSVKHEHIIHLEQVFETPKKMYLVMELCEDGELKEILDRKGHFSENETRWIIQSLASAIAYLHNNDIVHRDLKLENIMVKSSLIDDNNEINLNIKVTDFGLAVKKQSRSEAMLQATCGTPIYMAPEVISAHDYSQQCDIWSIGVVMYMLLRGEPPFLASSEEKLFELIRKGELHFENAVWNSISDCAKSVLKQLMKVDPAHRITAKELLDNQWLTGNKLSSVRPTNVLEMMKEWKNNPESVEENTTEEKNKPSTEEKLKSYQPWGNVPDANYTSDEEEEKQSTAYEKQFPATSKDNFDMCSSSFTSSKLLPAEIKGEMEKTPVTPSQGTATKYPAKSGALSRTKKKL
# * = called active by the depositor; i = inactive; / = no result given.
# Fields: Kir21 inh	KCNQ2 block	STK33 inh
> CCCn1nc(C(=O)N2CCc3ccccc3C2)c2ccccc2c1=O
    0.51	i	1.3
> Cc1c(C(C)C)c(=O)n(-c2ccc(S(=O)(=O)N3CCOCC3)cc2)n1C
    1.4	i	-0.2
> O=C(Nc1ccc(NC(=O)C2CC2)nc1)c1cccc(F)c1
    0.88	i	-1.0
> COc1ccc(NC(=O)Nc2ccc(F)c(F)c2)c(OC)c1
    0.54	i	4.8
> COc1ccc(CNC(=O)CCn2c(=O)c3cccn3c3ccc(F)cc32)cc1
    0.02	i	0.0
> Nc1nnc(SCC(=O)OCC(=O)NC2CCCCC2)s1
    -0.09	i	1.1
> COc1ccc(NS(=O)(=O)c2cccc(NC(=O)CCC(=O)c3ccc(Cl)cc3)c2)cc1
    0.52	i	-3.0
> CN(CC(=O)Nc1cccc(F)c1)C(=O)CCNC(=O)c1ccco1
    0.35	i	-2.9
> Oc1ccccc1N1CCN(C(=S)NCCc2ccccc2)CC1
    2.1	i	-1.0
> CCS(=O)(=O)N1N=C(c2cccc(NS(C)(=O)=O)c2)CC1c1cccs1 (stereo not given)
    -1.1	i	0.8
> COC(=O)[C@H](C)NC(=O)Nc1cccc(C(F)(F)F)c1
    1.5	i	-1.0
> Cc1cc(SCC(=O)c2ccc(Cl)cc2)nc(=O)[nH]1
    -0.54	i	-0.6
> COc1ccc(CCNC(=O)CSc2nc3[nH]ncc3c(=O)n2-c2ccc(C)c(Cl)c2)cc1OC
    1.2	i	/
> COc1ccc(/C=C2\SC(=S)N(CCCC(=O)Nc3cccc(C(=O)O)c3)C2=O)cc1OC
    -0.44	i	0.4
> O=C(C1CC1)N1CCc2cc(S(=O)(=O)N(CCO)Cc3ccccc3)ccc21
    -0.4	i	-2.2
> COc1ccc(N2CC(C(=O)Nc3ccc(F)cc3F)CC2=O)cc1 (stereo not given)
    -0.49	i	-0.2
> Cc1ccc(C)c(N(CC(=O)NN=C2CCN(C)CC2)S(=O)(=O)c2ccccc2)c1
    -1.5	i	-0.9
> O=C(Cc1ccc(Cl)cc1)Nc1ccc(C(=O)N2CCCCC2)cc1
    -0.22	i	0.6
> O=Cc1ccc(-c2ccc(F)cc2)o1
    0.5	i	-0.1
> COc1ccccc1OP(=O)(O)Oc1ccccc1OC
    -1.5	i	-1.2
> COC(=O)/N=C(/Cc1ccc(OC)cc1)c1ccc(OC)cc1
    0.33	i	0.8
> CCc1cccc(C)c1NC(=O)CSc1nc2ccncc2[nH]1
    -0.65	i	-0.6
> CC1CCC(NC(=O)CNC(=O)c2cccs2)CC1 (stereo not given)
    1.9	i	0.4
> Cc1nc(-c2ccc(S(=O)(=O)N3CCN(c4ccccc4)CC3)cc2)co1
    0.49	i	0.2
> COc1c(C(=O)Nc2ccc(Br)cn2)ccc2ccccc12
    1.2	i	-0.3
> COc1ccccc1C1C(C#N)=C(N)N(c2cccnc2)C2=C1C(=O)CC(C)(C)C2 (stereo not given)
    -1.2	i	8.6
> O=C(NCCN1CCOCC1)Nc1ccc(F)cc1
    -0.41	i	/
> CCOCCCNS(=O)(=O)c1cc(Br)cc2c1N(C(=O)C1CC1)CC2
    0.84	i	-0.5
> COc1ccc(C2c3ccc(O)cc3Oc3ncn4nc(-c5ccco5)nc4c32)cc1OC (stereo not given)
    0.13	i	-0.5
> COc1ccc(CCNC(=O)COc2ccc(S(=O)(=O)NC3CCCCC3)cc2Cl)cc1OC
    -0.91	i	-1.8
> Cc1cc2nc3c(=O)n(Cc4ccccc4)c(=O)[nH]c3nc2cc1N
    -5.1	i	0.6
> CCc1nn(-c2ccccc2)c2c1-c1cc(OC)c(OC)cc1C1(N2)C(=O)Nc2ccccc21 (stereo not given)
    0.95	i	-1.2
> COC(=O)c1ccc(/C=N\NC(=O)c2ccc(C)cc2Cl)cc1
    -0.01	i	-0.5
> COc1ccc(CCNC(=O)c2cc(=O)[nH]c3ccccc23)cc1
    1.2	i	-0.8
> CCCCCC(=O)Nc1cccc(C2=NOC3(C2)C[C@H](C(N)=O)N(C(=O)CCCCC)C3)c1 (stereo not given in full)
    0.21	i	-0.7
> COc1ccc(N2C(=O)C3CCCN3C2c2cccc(C)c2)cc1 (stereo not given)
    0.2	i	1.3
> Cn1c(C(=O)N2CCN(c3ccccn3)CC2)cc2ccccc21
    0.33	i	-0.6
> COC(=O)CN=Cc1c(C)[nH]n(-c2ccccc2)c1=O
    0.54	i	-0.2
> O=C(Cn1nc(Br)nc1Br)c1ccccc1
    -0.32	i	-1.4
> CCc1ccc(NC(=O)CCS(=O)(=O)c2cccc3nsnc23)cc1
    1.5	i	-0.8
> COc1ccc(-c2ccc(Nc3ccc(S(=O)(=O)N4CCCC4)cc3)nn2)cc1OC
    1.2	i	-1.6
> Cc1ccc(NS(=O)(=O)c2ccc(N/N=C/c3ccccc3OCC(=O)O)c([N+](=O)[O-])c2)c(C)c1
    -2.2	i	1.2
> CCOC(=O)C1CCCN(C(=O)c2cccc(S(=O)(=O)N(Cc3ccccc3)c3ccccc3OC)c2)C1 (stereo not given)
    -1.5	i	1.1
> Cc1ccc(O/C=C2\OC(=O)c3ccccc32)cc1
    0.36	i	1.8
> CC(=O)Nc1ccc(CN2CCCCCC2)cc1
    0.08	i	-1.9

# An excerpt of the results above:
# Fields: Kir21 inh	KCNQ2 block	STK33 inh
> COc1ccc(-c2ccc(Nc3ccc(S(=O)(=O)N4CCCC4)cc3)nn2)cc1OC
    1.2	i	-1.6
> Cc1ccc(NS(=O)(=O)c2ccc(N/N=C/c3ccccc3OCC(=O)O)c([N+](=O)[O-])c2)c(C)c1
    -2.2	i	1.2
> CCOC(=O)C1CCCN(C(=O)c2cccc(S(=O)(=O)N(Cc3ccccc3)c3ccccc3OC)c2)C1 (stereo not given)
    -1.5	i	1.1

# Continuation.
# Fields: Kir21 inh	KCNQ2 block	STK33 inh
> Cc1ccc(C2=NC3(CCCCC3)NC2=S)cc1
    0.06	i	0.0
> CN1OC(COC(=O)c2ccccc2)CC1c1ccccc1 (stereo not given)
    0.94	i	-0.4
> COc1ccc(/C(O)=C/C(=O)C(=O)NNC(=O)C(O)(c2ccccc2)c2ccccc2)cc1
    -1.4	i	0.8
> CCOC(=O)c1cc(C)sc1N1C(=O)C2C3C=CC(C3)C2C1=O (stereo not given)
    -0.05	i	-0.4
> Cc1cc(C)cc(NC(=O)COC(=O)CCCNC(=O)c2ccc(Cl)cc2)c1
    -1.9	i	-0.1
> Cc1cc(N2CCCCC2C)nc(-c2ccccc2O)n1 (stereo not given)
    0.18	i	-1.6
> CCCn1c(Nc2ccccc2)nc2ccccc21
    -1.8	i	-0.2
> COCCCNC(=O)CC(C)c1ccccc1 (stereo not given)
    -0.7	i	-0.1
> CCCNC(=O)C1(O)c2cc(Br)ccc2NC(=O)N1c1ccc(Cl)cc1 (stereo not given)
    0.26	i	0.2
> O=C(Cc1ccccc1)NCCSC1CCCCC1
    -0.51	i	-0.1
> CCN(c1cccc(C)c1)S(=O)(=O)c1csc(C(N)=O)c1
    -1.9	i	-2.8
> COc1ccc(NC(=O)C2CC(=O)N(CCc3ccc(Cl)cc3)C2)cc1 (stereo not given)
    -0.22	i	-1.1
> Cc1ccc(-c2nn3nnnc3c3ccccc23)cc1
    1.1	i	-0.9
> CN(C)c1nc(OCCNC(=O)COc2ccc(Cl)cc2Cl)nc(N(C)C)n1
    -3.1	i	-0.5
> COc1ccccc1NS(=O)(=O)c1ccc(O)cc1
    -3.4	i	0.1
> CCCCCCSc1nnc(-c2cnn(-c3ccccc3)c2-n2cccc2)n1C
    2.3	i	-2.0
> O=C(NCC(=O)N1CCCC(C(F)(F)F)C1)c1ccc2ccccc2c1 (stereo not given)
    -1.5	-6.9*	-1.2
> O=C1N=C(N2CCCC2)S/C1=C\c1cccc(Br)c1
    1.7	i	-0.7
> CC(C)N1CCC(N2CCN(C3CCCCCC3)CC2CCO)CC1 (stereo not given)
    -0.92	i	-0.8
> Cc1ccc(CNC(=O)c2cc(-c3ccccc3)nn2Cc2cc(C)no2)cc1
    0	i	-0.8
> CCCN1C2CCCC1CC(NC(=O)C1CCCCC1)C2 (stereo not given)
    0	i	-0.1
> CC1CN(C(=O)CSc2cn(CC(=O)N3CCOCC3)c3ccccc23)CC(C)O1 (stereo not given)
    -0.5	i	-1.1
> COc1ccc(S(=O)(=O)NC(C)C(=O)N2CCCC2)cc1Cl (stereo not given)
    -2.1	i	-3.0
> COc1ccc(C2=C(CC(=O)O)C(=O)CC2)cc1
    0.75	i	-2.3
> O=C(O)CCn1c(=S)n(CCC(=O)O)c2ccccc21
    1.3	i	0.2
> O=C(CCC(=O)N(c1ccc(F)cc1)C(C(=O)NC1CCCC1)c1ccncc1)Nc1cccnc1 (stereo not given)
    -0.01	i	-2.3
> CCOC(=O)c1c(C)c(C(=O)Nc2ccc(F)cc2)c(C)n1C
    1.4	i	-1.8
> CCOC(=O)c1sc2nc(CC(=O)OC)nc(N3CCN(c4ccc(OC)cc4)CC3)c2c1C
    0.27	i	0.5
> CC1CN(C(=O)c2ccc(C(=O)c3ccccc3)cc2)CC(C)O1 (stereo not given)
    -0.39	i	-0.7
> CC(C(=O)NC(=O)NC1CCCCC1)N1CCN(C(c2ccccc2)c2ccccc2)CC1 (stereo not given)
    0	i	0.2
> COc1ccc(CCN(C)Cc2cccc3ccccc23)cc1OC
    -1	i	0.8
> CO/N=C(\Cn1ncc(NC2CCCCC2)c(Br)c1=O)c1ccc(Cl)cc1
    1.7	-6.2*	-1.0
> COc1cccc(-n2cc(CN(C)Cc3nc(Cc4ccccc4)no3)cn2)c1
    0.66	i	-1.1
> CCCn1c(CN2CCCCC2CC)nc2c1c(=O)n(C)c(=O)n2C (stereo not given)
    -0.57	i	-0.4
> O=C(OCC(=O)N1CCN(C(=O)c2ccco2)CC1)c1cc(-c2ccc(Cl)c(Cl)c2Cl)nc2ccccc12
    1.6	i	-4.3
> O=C(NCCN1CCCC1)c1ccc(Br)cc1
    -1.6	i	-1.1
> CCOC(=O)C1=C(CSc2nc(-c3ccccc3)ccc2C#N)OC(N)=C(C#N)C1c1cccnc1 (stereo not given)
    0.13	i	-1.7
> CC(=O)N1CCN(C2=NC(=O)/C(=C\c3cccs3)S2)CC1
    1.7	i	-3.2
> CCOC(=O)c1ccc(NC(=O)c2nc[nH]c2C(=O)N[C@@H](CC(C)C)C(=O)OC(C)(C)C)cc1
    -0.27	i	-1.1
> Cc1cc(C)n(Cc2ccc(NC(=O)c3c([N+](=O)[O-])c(C)nn3C)cc2)n1
    0.14	i	-1.2
> CSC1=N/C(=C\c2ccccc2)C(=O)N1C
    0.26	i	0.0
> C/C(CC(=O)Nc1cc(C)ccn1)=N\NC(=O)COc1cccc(C)c1
    1.2	i	/
> COc1ccc(N(C(=O)c2snc(C(N)=O)c2N)C(C(=O)NC2CCCC2)c2ccc(OC)c(OC)c2)cc1 (stereo not given)
    0.55	i	-0.3
> CCC(C)NC(=O)C1c2ccccc2C(=O)N1Cc1ccccc1OC (stereo not given)
    0.52	i	0.3
> CCN(CC)S(=O)(=O)c1ccc(C(=O)NCc2ccc3[nH]c4c(c3c2)CCCC4)cc1
    0.01	i	-1.4

# One compound at a time, as listed above. Screens in order: Kir21 inh, KCNQ2 block, STK33 inh
# Profile of COc1cccc(-n2cc(CN(C)Cc3nc(Cc4ccccc4)no3)cn2)c1 = 0.66, i, -1.1
# Profile of O=C(OCC(=O)N1CCN(C(=O)c2ccco2)CC1)c1cc(-c2ccc(Cl)c(Cl)c2Cl)nc2ccccc12 = 1.6, i, -4.3

# Copied from the list.
# Reading of COc1ccc(/C(O)=C/C(=O)C(=O)NNC(=O)C(O)(c2ccccc2)c2ccccc2)cc1 in STK33 inh: 0.8
# Reading of CCS(=O)(=O)N1N=C(c2cccc(NS(C)(=O)=O)c2)CC1c1cccs1 (stereo not given) in Kir21 inh: -1.1

# Next entries follow:
# Fields: Kir21 inh	KCNQ2 block	STK33 inh
> COc1ccc(C=Nc2ccc3[nH]ncc3c2)c(O)c1
    -0.99	i	3.8
> O=[N+]([O-])c1cccc(/C=N/NS(=O)(=O)c2ccccc2)c1
    2.1	i	-1.6
> Cc1ccccc1C(=O)N1CC(=O)Nc2ccc(F)cc2C1c1ccc(F)cc1 (stereo not given)
    2.2	i	-0.5
> CN(C)c1nc(SCC#N)nc(N(C)C)n1
    1.9	i	0.3
> CCC(CC)C(=O)Nc1ccc(Nc2ccccc2)cc1
    3.1	i	-0.6
> COc1ccccc1CNC(=O)CN1C(=O)COc2ccc(S(=O)(=O)NC3CCCC3)cc21
    1.6	i	0.2
> Cc1nc(-c2ccc(C(=O)N3CCCC3)cc2)cs1
    -1.4	i	9.6
> CO[C@@]1(NC(=O)CSCC#N)C(=O)N2C(C(=O)O)=C(CSc3nnnn3C)CS[C@@H]21
    1.9	i	-6.1
> Oc1[nH]c2ccc(Br)cc2c1N=Nc1ccc(F)cc1
    -1.3	i	-0.6
> CC(C)c1nc(CN(C)C(=O)N[C@H](C(=O)N[C@@H](Cc2ccccc2)C[C@H](O)[C@H](Cc2ccccc2)NC(=O)OCc2cncs2)C(C)C)cs1
    -0.01	i	-1.6
> Cc1cc(C(=O)CSc2nc3ccccc3[nH]2)c(C)n1Cc1ccco1
    -0.31	i	0.4
> COc1ccc(C(CC(=O)O)NC(=O)c2ccccc2)cc1OC (stereo not given)
    -0.07	i	-0.8
> CCCCc1cc(=O)oc2cc(O)ccc12
    -0.06	i	2.0
> CC(=O)Nc1ccc(-c2sc(Nc3ccccc3)n[n+]2C)cc1
    0.01	i	-0.2
> O=C(c1ccc(N2CCN(C(=O)c3cccc(F)c3)CC2)cc1)c1cccc(F)c1
    1.9	i	-0.7
